LGR2 inh: Drosophila LGR2 receptor signaling inhibition; HEK293 LGR2, CRE-luciferase, bursicon-stimulated, 4 h; inhibition, % at 9.99 µM; hit rate 0.35% among 380,000; AID 720647;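 active = drop in luminescence signal, shown as inhibition above about 50% in the replicate tests, limit read from the data, passing the limit was not always enough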;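 also: agonist challenge used bursicon conditioned medium at about half maximal strength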
FN deposit inh: fibronectin deposition inhibition; AH1F fibroblasts, Alexa488-fibronectin deposition fluorescence, overnight; inhibition, % at 12.6 µM; hit rate 0.086% among 350,000; AID 743247;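 active = mean inhibition across replicates of 30% or more, regardless of how many single replicates reach that level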;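 also: positive control wells lacked labelled fibronectin entirely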
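test system = AH1F fibroblasts assembling fluorescent fibronectin matrix | quantity = 10000 AH1F cells per well | buffer or medium = DMEM plus 2% serum, read in PBS | doses = single dose, pinned | incubation = 1 h cell attachment, overnight exposure to compound and label | detection = fluorescence at 485 nm excitation, 525 nm emission | read-out basis = inhibition from reduced deposited-fibronectin fluorescence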
ERAP1 HTS inh: inhibitors of human ERAP1 aminopeptidase; hit rate 0.15% among 340,000; AID 652197; inhibition, % at 10.7 µM; recombinant ERAP1, Leu-AMC fluorescence, 60 min;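 active = mean replicate inhibition of at least 30%, or all replicates individually reaching that 30% level; inactive = mean below 30% and not every replicate reaching it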;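 also: 0% = neutral control wells and 100% = L-leucinethiol positive control wells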
Target sequence (Q9NZ08 whole entry, looked up): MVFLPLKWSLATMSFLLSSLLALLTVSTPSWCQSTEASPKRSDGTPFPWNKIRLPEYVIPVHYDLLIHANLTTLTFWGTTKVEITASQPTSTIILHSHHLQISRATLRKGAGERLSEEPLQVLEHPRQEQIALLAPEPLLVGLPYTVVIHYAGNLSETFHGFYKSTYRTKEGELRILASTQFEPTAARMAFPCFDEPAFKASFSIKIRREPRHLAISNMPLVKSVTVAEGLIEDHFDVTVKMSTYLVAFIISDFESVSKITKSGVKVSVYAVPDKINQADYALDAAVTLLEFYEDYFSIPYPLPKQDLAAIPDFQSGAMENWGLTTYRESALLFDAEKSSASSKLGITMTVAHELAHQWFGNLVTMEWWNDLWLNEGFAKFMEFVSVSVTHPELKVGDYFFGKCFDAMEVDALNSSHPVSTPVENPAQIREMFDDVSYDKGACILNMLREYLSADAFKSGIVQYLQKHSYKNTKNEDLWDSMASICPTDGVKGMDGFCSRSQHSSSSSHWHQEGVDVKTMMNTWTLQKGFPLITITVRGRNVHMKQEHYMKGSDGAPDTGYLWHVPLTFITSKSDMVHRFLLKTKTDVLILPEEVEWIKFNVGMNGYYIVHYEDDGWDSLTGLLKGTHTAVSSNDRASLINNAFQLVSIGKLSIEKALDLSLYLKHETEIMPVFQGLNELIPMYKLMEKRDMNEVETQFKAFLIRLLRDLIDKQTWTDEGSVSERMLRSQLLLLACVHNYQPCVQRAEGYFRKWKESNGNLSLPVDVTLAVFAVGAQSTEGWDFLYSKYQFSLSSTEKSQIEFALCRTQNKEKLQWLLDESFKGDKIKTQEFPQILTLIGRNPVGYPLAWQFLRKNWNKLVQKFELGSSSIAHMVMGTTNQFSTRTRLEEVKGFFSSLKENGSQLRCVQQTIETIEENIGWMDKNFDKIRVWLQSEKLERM
EWS-Fli block: inhibitors of EWS/Fli oncoprotein transcriptional activity; A673 NR0B1-luciferase reporter, viability-normalised; inhibition, % at 12.6 µM; hit rate 0.67% among 350,000;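 active = mean inhibition of at least 50% after viability correction, with every replicate also passing that limit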;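 also: firefly luciferase signal divided by Alamar Blue viability fluorescence both relative to DMSO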
S100A4 inh HTS: blocks human S100A4 binding to myosin IIA peptide. S100A4/TAMRA-MyoIIA peptide fluorescence polarization. hit rate 0.14% among 360,000. inhibition, % at 10.7 µM. P26447;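 active = mean inhibition of at least 70% across replicates, with every replicate also reaching that level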
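Compound dosing: one dose per compound; test system: human S100A4 monomer with TAMRA-labelled myosin IIA peptide; probe or stimulus: TAMRA-labelled myosin IIA heavy-chain peptide probe, 5 nM; medium: HEPES buffer with Ca2+, pH 7.2; schedule: 5 min incubation before reading; benchmarks: neutral control DMSO, positive control TFP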
PAX8 inh HTS: lowers PAX8-driven luciferase in RMG-I cells | RMG-I TPO-luciferase reporter, SteadyGlo, 24 h | inhibition, % at 12.6 µM | hit rate 1.2% among 360,000 | AID 652154;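 active = mean replicate inhibition at least 60% with every replicate also reaching 60%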;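 also: luciferase light reporting Pax8 driven TPO promoter activity; plate controls were median of neutral control wells for no effect and mitoxantrone controls for full effect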
PglD inh: PglD (C. jejuni) enzyme inhibition. inhibition, % at 12.5 µM. hit rate 0.098% among 360,000. purified PglD enzyme, DTNB colorimetric CoA detection. AID 602405; in the data active = inhibition above about 16%, passing the limit was not always enough; also: strong numbers were not always called active
PGC1a acetyl inh: PGC1a acetylation modulation, inhibitor mode; U2OS PGC1a acetylation, AlphaScreen anti-acetyl-lysine; with virally co-expressed GCN5 acetyltransferase; AID 651687; inhibition, % at 15.6 µM; hit rate 0.17% among 350,000;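 active = every replicate shows inhibition of at least 40%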;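 also: 0% = neutral control wells and 100% = positive control wells; some results beyond the cut were filed as inactive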
Numbers without * were called inactive; . = not tested or not shown.

SMILES	LGR2 inh	FN deposit inh	ERAP1 HTS inh	EWS-Fli block	S100A4 inh HTS	PAX8 inh HTS	PglD inh	PGC1a acetyl inh
O=C(COC(=O)c1ccc[nH]c1=O)NC1CCCc2ccccc21 (stereo unspecified)	4	-3	-3	-96	4	-2	2	1
Cc1ccccc1-c1cnc(C(O)c2c(C)cccc2C)[nH]1 (stereo unspecified)	10	0	-3	0	-15	.	-3	3
CN(C(=O)c1cccc(C#N)c1)c1nnc(-c2cnccn2)s1	-1	4	-3	.	0	11	-8	6
COc1cccc(OC)c1C1=CC(=O)C[C@H](c2ccc3c(c2)OCO3)C1	0	13	.	3	0	5	-2	5
Brc1ccc(CSc2ccc3nnc(-c4ccccn4)n3n2)cc1	11	-5	2	17	-3	29	2	-16
CCN(CC)C(=O)CN1C(=O)C2(NC(=O)c3ccccc3N2)c2ccccc21 (stereo unspecified)	13	9	-1	2	0	9	-2	2
C[C@@H]1CCCCO[C@@H](CN(C)C(=O)CCCN(C)C)[C@@H](C)CN([C@@H](C)CO)C(=O)c2cc(NS(=O)(=O)c3ccccc3)ccc2O1	9	-4	-1	-8	-4	-9	0	8
S=c1nc(-c2sccc2OCc2ccc(Cl)cc2Cl)[nH][nH]1	3	-13	2	13	-11	3	.	-11
C[C@@H]1CN([C@H](C)CO)C(=O)c2cc(NC(=O)CCCCCC(=O)Nc3ccccc3N)ccc2O[C@@H]1CN(C)Cc1ccc(Cl)c(Cl)c1	14	.	-1	69*	9	.	2	-13
CCCCn1c(N)c(N(C)C(=O)c2ccc(Br)o2)c(=O)[nH]c1=O	8	-8	5	-8	1	-4	-4	10
N#CCCCc1cc2ccccc2cn1	-27	4	-4	-12	16	-22	1	1
COC(=O)C(C)Nc1cccc(Br)c1 (stereo unspecified)	-4	3	-2	-14	1	5	5	11
Cc1cc(C)c(NC(=O)COC(=O)c2ccc([N+](=O)[O-])s2)c(C)c1	-1	.	.	.	.	3	5	3
CO[C@H]1CN(C)C(=O)c2ccc(NS(=O)(=O)c3cccc(F)c3)cc2OC[C@H](C)N(C(=O)Cc2cccnc2)C[C@H]1C	9	3	-1	-3	2	-17	-2	4
CNC(=O)c1c(NC(=O)C(C)C)sc2c1CCC2	10	-4	0	3	-4	-1	-19	-4
CN(c1ccccc1)S(=O)(=O)c1ccc(Cl)c(C(=O)NCc2ccco2)c1	0	0	3	1	20	1	5	0
CCc1cccc(NC(=O)c2cc(OC)c(OC)c(OC)c2)c1	-4	.	-2	-9	-7	-39	.	.
Cc1noc(C)c1S(=O)(=O)Nc1ccc2c(c1)C(=O)N([C@@H](C)CO)C[C@@H](C)[C@@H](CN(C)C(=O)Nc1ccccc1)OCCCC[C@H](C)O2	11	-5	1	-10	-44	-6	6	-4
COc1cc(NC(=O)COC(=O)CNC(=O)C2CCCCC2)cc(OC)c1	-4	1	2	-12	0	-10	.	0
CCOc1ncccc1C(=O)OCC(=O)NCc1cccs1	-15	-1	3	0	1	15	1	3
COC(=O)/C=C1\OC(c2ccccc2)c2ccccc21 (stereo unspecified)	-29	-4	0	2	-1	-19	.	.
COc1ccccc1-c1cc(-c2ccccc2)nc(=O)[nH]1	-9	3	-3	1	2	-4	5	.
O=C(C[C@H]1CC[C@H]2[C@@H](COC[C@@H](O)CN2S(=O)(=O)c2ccccc2)O1)N1CCOCC1	-8	5	-8	-10	3	1	8	3
CC(C)C#Cc1ccc2c(c1)O[C@H](CN(C)Cc1ccccn1)[C@@H](C)CN([C@@H](C)CO)S2(=O)=O	0	4	0	14	3	0	1	-12
COc1ccc(-c2csc(N(CC3CCCO3)C(=O)c3cccs3)n2)cc1 (stereo unspecified)	.	-6	.	.	.	-1	4	-16
CSc1ncccc1C(=O)N1CCN(S(=O)(=O)c2ccc3ccccc3c2)CC1	-21	-7	2	9	0	9	-2	-12
C#CCN1Cc2ccccc2Oc2cc(Br)ccc2S1(=O)=O	-24	2	-3	1	-6	1	-8	-6
O=C(Nc1cccc(C(=O)N2CCOCC2)c1)c1ccc([N+](=O)[O-])cc1	12	3	-3	0	0	-8	-8	.
O=c1[nH]c(NCCO)nc2c1C1(CCCC1)Cc1ccccc1-2	.	2	.	.	.	-74	-2	-4
CCCc1cc(=O)[nH]c(SCC(=O)N2CCCCCC2)n1	-3	-8	-4	11	-2	-1	1	-6
COc1ccc(C2CC(c3ccccc3)=NN2C(=O)COC(=O)c2cccnc2)cc1 (stereo unspecified)	-8	5	-1	13	8	35	.	.
S=c1[nH]nc(-c2ccc(Cl)cc2)n1-c1cccnc1	12	5	.	5	-3	5	.	.
Cc1ccc(NCc2nnc(SCC(=O)c3ccccc3)o2)c(C)c1	.	-5	.	.	.	-3	6	9
COc1ccc(NC(=O)c2ccc(S(=O)(=O)N3CCOCC3)o2)cc1	-7	4	.	10	-2	-8	5	-6
CCS(=O)(=O)Nc1ccc2c(c1)C(=O)N(C)C[C@@H](OC)[C@H](C)CN(CC1CCCC1)[C@H](C)CO2	7	-10	.	14	.	-6	3	11
CC(C)(O)C#Cc1ccc([C@H]2[C@H](CO)N3CCCCN(C(=O)c4ccc(F)cc4)C[C@@H]23)cc1	4	.	1	-16	104*	-9	2	5
C=CCn1c(=O)c2ccccc2n2c(SCC(=O)/C(C#N)=C(\C)N)nnc12	-9	2	0	-1	-1	.	4	2
Cc1ccc(OCc2cc(C(=O)NC3CCCCC3)no2)cn1	7	-11	-3	.	-3	-22	1	11
COc1ccc([Si](C)(C)[C@@H]2[C@@H](CCn3cc(CCO)nn3)O[C@]3(C(=O)N(Cc4cccc(N5CCOC5=O)c4)c4ccccc43)[C@H]2C)cc1	.	.	2	5	11	100*	-5	1
CN(C)CCNc1ncnc2c1cnn2-c1ccc(Cl)cc1	-25	8	2	-35	0	-137	-1	-7
CC(=O)OC(C(=O)N1CCOCC1)c1c(F)cccc1F (stereo unspecified)	8	-3	-2	-6	3	-4	.	.
CCOc1cc(-c2noc(CCC(=O)NCC3CCCO3)n2)ccc1OC (stereo unspecified)	-1	-9	1	4	-13	2	5	.
O=C(NCCN1CCOCC1)c1cc(Cl)ccc1Cl	0	2	0	10	-2	-13	2	.
COc1ccc(-c2sc3ccccc3c2-c2ccc(OCCN3CCCCC3)cc2)cc1	-4	15	.	59*	-8	-20	-3	9
CC1CCCN(C(=O)C2CCN(S(=O)(=O)c3cccs3)CC2)C1 (stereo unspecified)	-5	0	-2	-11	-8	-32	0	14
Cc1onc(-c2ccccc2)c1NC(=O)N(CCC#N)Cc1cccs1	6	-1	.	8	2	2	0	-3
Cc1c(C(=O)NC(Cc2ccccc2)c2nc3ccccc3[nH]2)cccc1[N+](=O)[O-] (stereo unspecified)	-8	-5	-3	-8	-4	-17	.	.
C[C@@H]1CN([C@@H](C)CO)S(=O)(=O)c2ccc(C#Cc3ccccc3)cc2O[C@@H]1CN(C)C(=O)CN(C)C	6	16	0	14	9	.	0	-10
CCNC(=S)/N=C(\N)Nc1nc(C)c2cc(C)ccc2n1	-121	-8	0	-99	-5	-84	.	.
CC1(C(=O)Nc2cccc(-n3cnnn3)c2)Cc2ccccc2C(=O)O1 (stereo unspecified)	6	13	0	0	-9	13	.	.
O=C(NNC(=O)C12CC3CC(CC(C3)C1)C2)c1ccccc1[N+](=O)[O-]	8	8	2	-8	-1	-1	3	.
O=C(COc1cccc2c1CCN(Cc1ccc(Br)cc1)C2=O)NCc1ccco1	.	7	5	8	-3	4	.	.
Cc1ccc(NC(=S)Nc2cccc3ccccc23)cc1	4	5	-7	17	-1	.	7	.
CC(C)CC#Cc1ccc2c(c1)O[C@H](CN(C)C(=O)CN(C)C)[C@H](C)CN([C@@H](C)CO)S2(=O)=O	3	2	-4	6	-7	.	2	-4
